# IL2 activator = qHTS of IL-2 Activators | IL-2 activation reporter assay, cell-based qHTS; stimulated with anti-CD3/CD4/CD28 beads; in transgenic mouse T cells | activation, % (series mostly up to about 46 µM) | 360,000 compounds, 0.065% hits; in the data active = activation above about 50%; inconclusive = mostly about 30% to 49%; also: 0% is about no effect
#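 Quantitative HTS in unstimulated transgenic mouse T cells, with memory T cells as non-tolerant control and PMA/ionomycin as tolerance-bypass control. Compound pretreatment lasted 60 minutes before 18 h bead stimulation; EGFP/DsRed fluorescence read.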
# GLP1R ag = qHTS of GLP-1 Receptor Agonists; Glucagon-like peptide 1 receptor (Homo sapiens), P43220; HEK293 GLP-1R CRE-luciferase, luminescence, 4-6 h; cells express a hypersensitive GLP-1R form; Potency, µM (doses to about 45.6 µM), for the others: at the top dose activation, hits mostly activators; 380,000 compounds, 0.007% hits; AID 624172, 2012; also: potency is read from the fitted curve at half-maximal effect; % of control where 0% means no effect
# Target sequence (P43220 whole entry, looked up): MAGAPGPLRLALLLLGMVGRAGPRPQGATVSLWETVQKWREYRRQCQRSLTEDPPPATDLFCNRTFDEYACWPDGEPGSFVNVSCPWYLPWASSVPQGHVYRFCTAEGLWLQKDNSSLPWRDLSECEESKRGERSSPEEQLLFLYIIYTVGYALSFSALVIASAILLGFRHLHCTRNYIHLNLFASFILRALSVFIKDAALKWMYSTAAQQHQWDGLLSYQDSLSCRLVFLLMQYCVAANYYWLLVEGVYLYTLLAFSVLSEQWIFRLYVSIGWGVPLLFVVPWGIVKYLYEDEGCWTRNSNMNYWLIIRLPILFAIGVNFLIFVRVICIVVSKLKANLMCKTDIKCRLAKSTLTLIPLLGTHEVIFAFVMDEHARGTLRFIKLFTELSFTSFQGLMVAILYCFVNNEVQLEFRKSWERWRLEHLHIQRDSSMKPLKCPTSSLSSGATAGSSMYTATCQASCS
# PTHR1 ag = qHTS for PTHR1 Agonists: Primary Screen | 410,000 compounds, 0.075% hits | AID 743266, 2014 | Potency, µM (doses to about 115 µM), for the others: at the highest dose activation, most hits filed as activators | HEK293 GP2 PTHR1 cells, GloSensor cAMP luminescence, 1 h | Parathyroid hormone/parathyroid hormone-related peptide receptor (Homo sapiens), Q03431; also: potency is read from the fitted curve at half-maximal effect; nearly all actives have a fitted effect of over 55% in size; some results filed as inactive show a strong effect at the top dose; inactives centre near -15; many of its hits are not listed in these tables
#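 HEK-293-derived GP2 cells expressing PTHR1 and a GloSensor cAMP reporter, 3,000/well, plated overnight, given luciferin plus IBMX (each 0.5 mM as added) for 1 h at 37 °C, then compound for 1 h at 37 °C. Luminescence was read after 15 min at room temperature.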
# GLP1R inv ag = qHTS of GLP-1 Receptor Inverse Agonists (Inhibition Mode) | HEK293 GLP-1R CRE-luciferase, luminescence, 24 h; GLP-1R form is constitutively active | AID 624417, 2012 | Potency, µM (highest dose often 38.3 µM), for inactives: at the top dose activity change, negative = inhibition, actives largely listed as inhibitors | Glucagon-like peptide 1 receptor (Homo sapiens), P43220 | 410,000 compounds, 1.6% hits; also: potency is read from the fitted curve at half-maximal effect; % is scaled to controls: 0 for no effect and ±100 for the full control effect; nearly all actives have a fitted effect of over 55% in size
#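 HEK293 cells stably co-expressing constitutively active GLP-1R and a cAMP-responsive luciferase reporter were seeded in DMEM with 10% Nu serum, given compounds after 12 h, and incubated 24 h at 37 deg C. Luminescence was then read.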
# EPAC1 antag = qHTS for Antagonist of cAMP-regulated guanine nucleotide exchange factor 3 (EPAC1): primary screen. AID 720709, 2013. Rap guanine nucleotide exchange factor 3 (Homo sapiens), O95398. Potency, µM (highest dose often 115 µM), for the others: at the highest dose activity change, negative = inhibition, actives largely listed as inhibitors. EPAC1 GEF assay, Rap1b-BODIPY-GDP exchange fluorescence. 360,000 compounds, 0.14% hits;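 also: potency is read from the fitted curve at half-maximal effect; plate controls were vehicle for no effect and positive control for full effect; nearly all actives have a fitted effect of over 50% in size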
# PLK1 PBD inh = qHTS for Inhibitors of PLK1-PDB (polo-like kinase 1 - polo-box domain): Primary Screen | 360,000 compounds, 2.8% hits | Serine/threonine-protein kinase PLK1 (Homo sapiens), P53350 | Potency, µM, inactives show max response, negative = inhibition, hits mostly inhibitors | AID 720504, 2013 | Plk1 PBD binding of FITC phosphopeptide, fluorescence polarization; also: potency is read from the fitted curve at half-maximal effect; series mostly up to about 57 µM; % is scaled to controls: 0 for no effect and ±100 for the full control effect; nearly all actives have a fitted effect of over 65% in size
# EPAC1 ag = qHTS for Agonist of cAMP-regulated guanine nucleotide exchange factor 3 (EPAC1): primary screen; EPAC1 agonist qHTS, biochemical assay; response scale: 100% = response to 6.5 mM cAMP; 360,000 compounds, 0.073% hits; Potency, µM (doses to about 154 µM), for inactives: top-dose activation, most hits filed as activators; Rap guanine nucleotide exchange factor 3 (Homo sapiens), O95398; also: potency is read from the fitted curve at half-maximal effect; nearly all actives have a fitted effect of over 60% in size
#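 Multi-concentration qHTS readout: loss of Rap1B-bound BODIPY-GDP fluorescence driven by 100 nM EPAC1 with excess GDP (50 uM), monitored kinetically at room temperature; agonist response expressed relative to 6.5 mM cAMP.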
# PI5P4Ka inh = qHTS for Inhibitors of phosphatidylinositol 5-phosphate 4-kinase (PI5P4K). PI5P4Kalpha enzyme, ADP-Glo luminescence, 60 min; stronger effect = lower value. AID 652105, 2013. max response, %. Phosphatidylinositol 5-phosphate 4-kinase type-2 alpha (Homo sapiens), P48426. 330,000 compounds, 1.2% hits; active = max response of -50% or lower; inconclusive = between -30% and -50%; inactive = -30% or higher; also: value at the top dose of about 77 µM; % is scaled to controls: 0 for no effect and ±100 for the full control effect
# Target sequence (P48426 whole entry, looked up): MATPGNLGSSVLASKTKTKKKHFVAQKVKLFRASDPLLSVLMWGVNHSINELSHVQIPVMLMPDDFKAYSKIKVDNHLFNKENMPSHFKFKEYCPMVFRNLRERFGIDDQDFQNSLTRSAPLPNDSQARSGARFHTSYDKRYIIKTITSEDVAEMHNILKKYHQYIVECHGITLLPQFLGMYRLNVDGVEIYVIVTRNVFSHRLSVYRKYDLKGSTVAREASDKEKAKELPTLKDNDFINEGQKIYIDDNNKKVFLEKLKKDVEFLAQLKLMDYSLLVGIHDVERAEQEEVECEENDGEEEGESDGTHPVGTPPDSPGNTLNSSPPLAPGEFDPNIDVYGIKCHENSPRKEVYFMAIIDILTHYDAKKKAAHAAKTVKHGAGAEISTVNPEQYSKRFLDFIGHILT
#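 PI5P4Kalpha ADP-Glo assay; 5 microM ATP final; 60 min RT reaction; HEPES pH 7.4/EGTA/CHAPS, 5% DMSO; controls lacking substrate or enzyme; luminescent end-point.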
# HEK293 tox = qHTS of GLP-1 Receptor Inverse Agonists: Cytotox Screen. Potency, µM (series often up to 38.3 µM), for inactives: top-dose activity change, negative = inhibition, actives largely listed as inhibitors. HEK293 cAMP-luciferase reporter cells, luminescence, 24 h. AID 624418, 2012. 410,000 compounds, 0.13% hits;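 also: loss of luciferase light is scored as toxicity; potency is read from the fitted curve at half-maximal effect; % is scaled to controls: 0 for no effect and ±100 for the full control effect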
#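 Seeding density was 200 cells/uL; after overnight-length (12 h) culture, 23 nL compounds went on for 24 h at 37 °C. Readout used a luciferase detection reagent, luminescence taken after 12 min at room temperature.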
# The depositor's hits bear a star; i = inactive; u = inconclusive; x = not tested or not shown; & = joins results of further samples; [ ] = remark or other dose. Unless noted, calls follow the shape of the dose curve; as a rule, active = well fitted curve in the direction sought with a large enough effect; inconclusive = small, poorly fitted or top-dose-only effect, or another doubt; inactive = no such curve, though single readings can be large; an effect the other way counts as inactive or inconclusive. Only part of the results is shown, so the mix of outcomes need not match the whole.
Compound,IL2 activator,GLP1R ag,PTHR1 ag,GLP1R inv ag,EPAC1 antag,PLK1 PBD inh,EPAC1 ag,PI5P4Ka inh,HEK293 tox
COc1cccc(-c2cnc(C(O)c3cccc(OC)c3)[nH]2)c1 (stereo not drawn),0.5,3%,i,14%,-1%,-1%,-6%,-7,4%
COc1cc(C(C)=O)ccc1OCC(=O)NC(=O)Nc1ccc(C)cc1C,-0.2,0%,-19%,15%,27%,-1%,-10%,-1,-5%
COc1ccc([N+](=O)[O-])cc1NC(=O)CCN1CCN(CCO)CC1,0.0,-4%,i,3%,2%,6%,-10%,-2,-3%
CCN(CC)S(=O)(=O)c1ccc(N2CCOCC2)c(NC(=O)c2cnccn2)c1,2.9,1%,i,22%,-3%,-17%,-2%,-12,9%
CC(=O)C[C@@H](O)CC(=O)[C@H]1OC(=O)[C@H](C)C/C=C\Cc2ccccc21,-0.5,-3%,i,5%,-2%,-10%,-9%,-1,8%
CCC(C(=O)NCCC(C)C)N(Cc1ccccc1Cl)C(=O)c1snc(C(N)=O)c1N (stereo not drawn),-1.0,-3%,i,u,-18%,6%,-7%,9,11%
O=C(NCc1cccs1)c1ccc(CS(=O)Cc2ccccc2Cl)o1 (stereo not drawn),-1.0,0%,i,2%,13%,-9%,0%,2,-10%
O=C(COC(=O)c1ccc(O)cc1)Nc1cccc(S(=O)(=O)NC2=NCCCCC2)c1,0.1,5%,25%,-7%,-13%,-4%,7%,0,-3%
CCCSc1ncccc1C(=O)O,-0.7,2%,i,7%,-3%,5%,4%,5,9%
S=C1SCN(CC2CC2)CN1CC1CC1,-0.4,0%,i,u,0%,-10%,3%,2,u
Cc1c(C(=O)N2CCOCC2)c(S(=O)(=O)Nc2ccc(OC(F)(F)F)cc2)c(C)n1C,0.3,1%,i,-18%,12%,-5%,-1%,-1,7%
Cc1ccc(-c2ccnc3c(Br)c(C)nn23)cc1,2.7,13%,-14%,u,5%,-10%,0%,11,33%[activator]
c1ccc(-c2nc(N3CCOCC3)c3ccccc3n2)nc1,-1.7,-3%,-2%[57.5 µM],-43%,-4%,-8%,-5%,-4,u
C=CCOn1c(C)c(C(C)=O)c2c3no[n+]([O-])c3ccc21,0.5,-7%,i,4%,-7%,-2%,3%,-4,-4%
O=C(CCSc1nnc(-c2ccncc2)o1)Nc1cccc(Cl)c1,0.4,2%,-34%[inhibitor],1%,3%,0%,7%,2,-11%
CC(C)c1ccc(/C=C2\CC/C(=C\C=N\N(C)C)C2=O)cc1,-1.1,-14%,-6%,-18%,2%,-6%,3%,-7,-7%
COc1cccc(NS(=O)(=O)c2ccc(S(=O)(=O)N3CCOCC3)cc2)c1,-2.1,0%,-22%,-2%,8%,-4%,-5%,x,-4%
CN(c1ccccc1C(=O)NCC1CCCO1)S(C)(=O)=O (stereo not drawn),4.5,-12%,-7%[57.5 µM],2%,-13%,-7%,0%,3,5%
O=C(O)C1CCN(c2ccccc2[N+](=O)[O-])CC1,0.3,-2%,-2%,-15%[7.66 µM],1%,2%,-5%,0,-10%[7.66 µM]
O=S(=O)(NCc1ccco1)c1ccc(S(=O)(=O)N2CCCCC2)cc1,1.0,2%,i,8%,-13%,-11%,0%,x,-3%
Nc1ncc(-c2cc3ccccc3oc2=O)s1,1.8,5%,-24%,13%,2%,-27%,0%,-6,2%
Cc1cc(NC(=O)c2cc(-c3ccccn3)nc3c(Cl)cccc23)no1,-4.6,-6%,-23%,-8%,10%,-1%,0%,-24,0%
O=C(/C=C/c1ccc(S(=O)(=O)N2CCOCC2)cc1)OCC(=O)c1ccc([N+](=O)[O-])cc1,-1.1,-2%,i,8%,-18%,-4%,-11%,-30,0%
O=C(O)c1cc(NC(=O)C2CCCO2)cc(NC(=O)C2CCCO2)c1 (stereo not drawn),-3.5,-1%,i,2%,-2%,-15%,0%,x,30%[activator]
Cc1cccc(C(=O)N2CCCN(C(=O)c3cccc(C)c3)CC2)c1,-2.9,4%,-17%,-29%,5%,-10%,0%,1,3%
CCOc1cc(N2CCOCC2)c(OCC)cc1NC(=O)COC(=O)c1ccccc1C,-0.9,12%,i,-2%,0%,-4%,10%,5,8%
COc1ccc(C(=O)NC(=S)N2CC(C)OC(C)C2)cc1 (stereo not drawn),-0.3,0%,-21%,-27%,4%,-7%,6%,-3,u
Cc1ccc(C(=O)CSc2nnc(-c3cccs3)n2C)o1,-2.0,-3%,-21%,18%,-4%,-18%,-10%,2,u
CCc1nc2c(OCc3ccc(Cl)cc3)cccn2c1N(C)C(=O)c1ccccc1F,1.0,1%,i,u,-2%,3%,-13%,2,-8%
Cc1ccc(NC(=O)CCS(=O)(=O)c2ccccc2)cc1S(=O)(=O)N1CCOCC1,0.2,10%,-8%,16%,-10%,-19%,8%,5,4%
COc1ccc(C(=O)Nc2ccc3oc(Cc4ccc(Cl)cc4)nc3c2)cc1OC,-2.8,15%,-51%[inhibitor],u,-29%,4%,22%,-4,-26%
O=C(COC(=O)CSc1ccc2ccccc2c1Br)NC1CC1,0.4,1%,-20%,-2%,-18%,3%,5%,17,0%
Cc1ccc(S(=O)(=O)Nc2ccnc3ccccc23)cc1,-0.8,-2%,-30%[inhibitor],0%,-3%,27µM*,0%,-11,-10%
CCCCCCCCNc1ncnc2[nH]ncc12,-0.8,16%,-28%,-6%,-11%,2%,3%,7,-6%
CC(C)C[C@H](NC(=O)C1CC(=O)N(c2ccc3c(c2)OCO3)C1)C(=O)NC1CCCC1 (stereo partly drawn),-1.1,-5%,i,-9%,16%,-13%,-2%,5,3%
COc1ccc(N2CCN(C(=O)CSc3ncn[nH]3)CC2)cc1,-0.5,15%,-62%[inhibitor],-4%,-13%,2%,u,-4,-14%
O=C(CN1CCN(c2ccccc2)CC1)Nc1ccc2c(c1)CCC2,-3.2,3%,i,8%,7%,2%,-2%,0,13%
COc1cccc(/C=C/C(=O)NCC2CCCCC2)c1,0.3,4%,i,u,26%,-2%,4%,-7,0%
CC(=O)c1ccc(N2CCN(S(=O)(=O)c3c(C(=O)N4CCCCC4)c(C)n(C)c3C)CC2)cc1,-1.4,5%,9%,30%[activator],9%,-10%,-27%,9,-1%
Nc1nc(SCC(=O)NC2CCCC2)[nH]c(=O)c1NC(=O)c1cccs1,-1.2,-2%,u,-19%,-4%,-11%,-3%,-11,-2%
CCN(CC)S(=O)(=O)c1cccc(-c2nnc(SCC(=O)NC)n2N)c1,1.5,-3%,-3%,5%,-11%,-5%,5%,0,-1%
O=[N+]([O-])c1ccc(O)c(Nc2c([N+](=O)[O-])ccc3nonc23)c1,-2.8,2%,-19%,-26%,u,-17%,-14%,u,0%
Cn1c(SCC(=O)c2ccc3c(c2)Cc2ccccc2-3)nnc1-c1cccc(N)c1,-0.2,-1%,-15%,-22%,-1%,-27%,4%,u,-7%
CC1(C)Cc2c(sc(/N=C/N3CCCCCC3)c2C#N)C(C)(C)N1,-3.3,22%,i,u,17%,7%,-5%,5,-26%
CS(=O)(=O)c1ccc(Sc2nc3ccccc3s2)c([N+](=O)[O-])c1,-0.8,-26%,-24%,u,5%,-15%,3%,5,u
CCOc1ccc(C2CC(=O)n3nc(-c4ccc(C)cc4)nc3S2)cc1OC (stereo not drawn),x,-3%,4%,15%,x,x,x,x,-8%
Cc1ccc2nc(-c3cccnc3)c(Nc3ccccc3C)n2c1,-1.4,5%,-31%&-15%[inhibitor],5%&1%,-13%,0%,-5%,-2,5%&10%
OC(CNCC1CCCO1)Cn1c2ccccc2c2ccccc21 (stereo not drawn),-0.7,2%,i,u,-6%,2%,9%,2,-4%
CCN(CC)c1ccc(NC(=O)c2ccco2)cc1,1.2,-11%,-68%[inhibitor][57.5 µM],-6%,3%,-2%,0%,x,0%
COCCNC(=O)/C(C#N)=C/c1cccc(/C=C(\C#N)C(=O)NCCOC)c1,-5.0,16%,-37%[inhibitor],2%,-2%,u,3%,-3,19%

# Carrying on.
Compound,IL2 activator,GLP1R ag,PTHR1 ag,GLP1R inv ag,EPAC1 antag,PLK1 PBD inh,EPAC1 ag,PI5P4Ka inh,HEK293 tox
O=C(CN1CCN(C(=O)CNC(=O)c2ccc(N3CCCC3=O)cc2)CC1)Nc1ccccc1Cl,0.2,2%,-15%,11%,-26%,-6%,4%,5,8%
COCCCn1c(SCC(=O)N2CCOCC2)nc2cc(Cl)ccc2c1=O,1.2,6%,-18%,22%,-17%,-10%,10%,1,-7%
COc1cc(C(=O)Nc2nc3ccccc3[nH]2)ccc1OC(F)F,0.0,17%,-21%,-9%,-19%,-11%,15%,2,u
N/C(=N\OC(=O)c1ccc2c(c1)OCO2)c1cccnc1,-5.1,-14%,-39%[inhibitor],47%[activator],1%,-4%,-1%,-8,20%
O=C(c1ccc(Br)o1)N1CCN(c2ccc(F)cc2)CC1,-1.5,-6%,-2%,-2%,0%,-5%,10%,5,-7%
Cc1cc(C)n2cc(CSc3ncccc3C(=O)O)nc2n1,-0.5,0%,i,8%,9%,-9%,2%,7,15%
COc1cccc(-c2nnc(NC(=O)c3cccs3)s2)c1,0.2,4%,-11%,31%[activator],11%,-4%,6%,-6,0%

# Compound activity: PubChem BioAssay, National Center for Advancing Translational Sciences (NCATS)
